Bioassay records deposited in PubChem BioAssay by several laboratories.
Wee1 stabilizer: blocks degradation of human Wee1 kinase | reporter increase, % at 5 µM | HeLa Luc-Wee1K328M stability, luciferase luminescence; 100% = proteasome inhibitor MG132 effect | P30291 | 220,000 compounds, 1.2% hits | AID 1321;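 active = activation above the mean of all tested compounds plus 3 SD, set per screening run, cut at about 8.8% in these data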;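 note: cells exposed to compound for 20 h before luminescence read; 0% = DMSO alone and 100% = MG132 at 30 µM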
Target sequence (P30291 whole entry K328M): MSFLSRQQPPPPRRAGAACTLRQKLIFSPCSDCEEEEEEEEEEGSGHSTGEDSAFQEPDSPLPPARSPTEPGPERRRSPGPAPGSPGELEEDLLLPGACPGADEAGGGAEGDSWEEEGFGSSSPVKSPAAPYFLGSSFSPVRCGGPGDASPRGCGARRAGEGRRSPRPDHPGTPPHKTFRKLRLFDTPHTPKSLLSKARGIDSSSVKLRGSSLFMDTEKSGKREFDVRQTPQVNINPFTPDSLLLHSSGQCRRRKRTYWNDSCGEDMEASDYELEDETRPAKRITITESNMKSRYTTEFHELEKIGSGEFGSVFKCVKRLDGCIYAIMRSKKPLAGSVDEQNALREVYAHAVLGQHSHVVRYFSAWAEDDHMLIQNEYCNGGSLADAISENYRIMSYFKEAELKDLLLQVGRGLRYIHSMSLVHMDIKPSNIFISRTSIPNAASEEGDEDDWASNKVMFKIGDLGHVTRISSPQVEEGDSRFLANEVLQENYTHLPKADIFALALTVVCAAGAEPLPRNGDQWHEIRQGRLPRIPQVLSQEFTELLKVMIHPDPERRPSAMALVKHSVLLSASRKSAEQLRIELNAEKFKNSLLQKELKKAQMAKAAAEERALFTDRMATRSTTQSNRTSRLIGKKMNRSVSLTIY
FXIIa inh 1536: factor XIIa (human) inhibition | 220,000 compounds, 0.3% hits | purified FXIIa, Boc-QGR-AMC fluorogenic substrate, 2 h | P00748 | inhibition, % at 5 µM; in the data active = inhibition above about 40%;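 note: 0% = enzyme with no compound and 100% = blank without enzyme; many of its hits are not listed in these tables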
KLK5 inh: kallikrein 5 (human) inhibition. Q9Y337. recombinant hK5, fluorogenic AMC substrate cleavage. inhibition, % at 5 µM. 210,000 compounds, 0.59% hits;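 active = inhibition of 40% or more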;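 note: 0% = enzyme controls without compound and 100% = no-enzyme blanks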
Target sequence (Q9Y337 67-293 limits assumed): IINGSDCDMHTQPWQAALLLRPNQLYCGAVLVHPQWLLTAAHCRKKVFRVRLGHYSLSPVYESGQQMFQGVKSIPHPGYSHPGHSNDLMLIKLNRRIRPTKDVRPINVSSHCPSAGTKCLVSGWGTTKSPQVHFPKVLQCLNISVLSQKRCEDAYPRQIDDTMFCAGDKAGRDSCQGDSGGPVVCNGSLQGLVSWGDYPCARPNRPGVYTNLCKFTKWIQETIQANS
thrombin 1536: blocks human thrombin protease activity; AID 1046; alpha-thrombin, Boc-VPR-AMC fluorogenic substrate cleavage; inhibition, % at 5 µM; 220,000 compounds, 0.26% hits;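 active = inhibition at or above 40%; inactive = inhibition below 40%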;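 note: 0% = enzyme with no compound and 100% = wells without enzyme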
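Test system: human alpha-thrombin; medium: pH 7.5 Tris-saline with Tween 20; times: reaction at room temperature; signal: AMC fluorescence at 355 nm excitation and 460 nm emission; also added: Boc-VPR-AMC substrate, 15 µM final; dosing: one concentration per compound, 5 µM, with 0.2% DMSO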
FXIa inh 1536: inhibitors of human coagulation factor XIa. purified FXIa, Boc-Glu-Ala-Arg-AMC fluorogenic substrate. P03951. inhibition, % at 5 µM. 220,000 compounds, 0.14% hits;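 active = inhibition of at least 40%; inactive = inhibition below 40%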;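 note: fluorescence of freed AMC excited at 355 nm; 0% = enzyme without compound and 100% = no enzyme blank; many of its hits are not listed in these tables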
Hck-Nef inh: blocks Nef-activated human Hck kinase | Recombinant Hck-YEEI plus Nef, Z-Lyte FRET kinase assay | inhibition, % at 20 µM | 220,000 compounds, 0.68% hits | AID 463187;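 active = Hck-Nef kinase inhibition above about 50%, limit read from the data; inactive = inhibition below that limit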;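 note: 0% = DMSO with Hck plus Nef and 100% = Hck alone without Nef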
Runt-SMMHC FRET: inhibitors of human RUNX1 Runt domain binding to CBFb-SMMHC | Q01196+Q13951 | Cerulean-Runt/Venus-CBFb-SMMHC FRET ratio 530/480, 1 h | inhibition, % at 20 µM | 220,000 compounds, 0.74% hits | AID 1434;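 active = mean inhibition across duplicate retests at 20 µM reaching about 50%, limit read from the data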;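 note: 0% = DMSO wells and 100% = wells with excess untagged CBFb-SMMHC; inhibitors lower the FRET ratio by blocking Runt binding to CBFb-SMMHC; some results filed as inactive read as strong as hits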
Runt-CBFb FRET: blocks binding of human RUNX1 Runt domain to CBFb; Q01196+Q13951; Cerulean-Runt/Venus-CBFb FRET ratio 530/480, 1 h; inhibition, % at 20 µM; 220,000 compounds, 0.46% hits;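 active = inhibition over about 50% at 20 µM in the single-dose screen, limit read from the data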;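 note: 0% = DMSO wells and 100% = excess unlabeled CBFb competitor control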
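Assay system: Cerulean-Runt domain / Medium: Tris 50 mM pH 7.5, KCl, K2SO4, 0.01% BSA / Timing: protein complex preformed 1 h, compound exposure 1 h, room temperature, dark / Measured by: FRET, excitation 422 nm, emission at 530 and 480 nm / Evaluation: loss of energy transfer signal / Control set: 5 µM unlabeled CBFb as full-inhibition high control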
14-3-3 Bad inh: disrupts binding of bovine 14-3-3 zeta to phospho-Bad peptide; TR-FRET 14-3-3zeta/Dy647-pBad peptide displacement, 1 h; inhibition, % at 21.7 µM; 220,000 compounds, 0.71% hits; AID 781;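 active = inhibition above about 70%, limit read from the data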;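 note: 0% = full 14-3-3 plus peptide FRET controls and 100% = background without 14-3-3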
Target sequence (P63103 whole entry, looked up): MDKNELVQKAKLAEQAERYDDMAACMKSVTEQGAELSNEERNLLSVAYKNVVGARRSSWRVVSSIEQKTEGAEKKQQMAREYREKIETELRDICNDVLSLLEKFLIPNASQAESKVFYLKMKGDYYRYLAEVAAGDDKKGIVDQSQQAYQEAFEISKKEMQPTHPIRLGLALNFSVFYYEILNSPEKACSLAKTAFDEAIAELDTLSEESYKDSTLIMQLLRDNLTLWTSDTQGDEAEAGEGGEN
Starred values were filed as active, the others as inactive; x = not tested or not shown; [ ] = another dose, or the depositor's remark. An unsorted share of the library; about 4.2% have a hit in one of these screens.

SMILES	Wee1 stabilizer	FXIIa inh 1536	KLK5 inh	thrombin 1536	FXIa inh 1536	Hck-Nef inh	Runt-SMMHC FRET	Runt-CBFb FRET	14-3-3 Bad inh
O=C1c2ccccc2C(=O)c2c1cccc2N1CCCC1	-1	9	-7	-4	7	11	-1	5	7
CC12CCC(C(=O)Nc3cccc(Cl)c3Cl)([C@H](Br)C1=O)C2(C)C (stereo partly drawn)	-3	7	1	-1	0	20	2	0	0
Cc1ccc(N=C2NC(=O)/C(=C/C=C/c3ccco3)S2)cc1	1	25	-42	0	20	97*	-31	2	12
O=C(NCCC1=CCCCC1)C1CCN(Cc2cnn(-c3ccccc3)c2-n2cccc2)CC1	1	6	-3	-1	-4	1	2	-3	2[fluorescence artefact?]
CN(C)c1ccc(NC(=O)CSc2nc3ccccc3c(=O)n2C2CCCCC2)cc1	-1	11	3	-6	2	2	0	2	-5
Cc1ccccc1Nc1nc(N)nc(CSc2nncn2C)n1	-1	-8	-10	-10	-6	22	2	-1	-1
CC1CCN(CCOc2cc(Cl)ccc2Cl)CC1	2	11	-9	3	3	0	1	0	56[fluorescence artefact?]
O=C(CSc1nc(-c2ccccc2)cc(C(F)(F)F)n1)NCc1ccco1	-2	24	4	3	17	5	-2	-1	-4
O=C(COC(=O)c1ccc(S(=O)(=O)N2CCc3ccccc3C2)cc1)NC1CCS(=O)(=O)C1 (stereo not drawn)	1	1	-8	-7	-3	25	-42	-2	26
COc1c2occc2c(OC)c2c(=O)cc(C(F)(F)C(F)(F)F)oc12	-1	10	-8	3	2	-1	-3	-2	6
Cn1c(=O)[nH]c(=O)c2[nH]c(CN3CCN(C(=O)c4ccco4)CC3)nc21	-2	12	6	1	6	0	-4	-1	6
O=C(O)CCC(=O)N1N=C(c2ccccc2)CC1c1ccc2nccnc2c1 (stereo not drawn)	13*	4	-2	-11	-3	5	1	1	17[fluorescence artefact?]
CCc1nnc(NC(=O)CSc2ccc(-c3ccc(F)cc3)nn2)s1	-3	2	-8	9	-8	13	0	0	-10
Cc1cccc(/C=C2/SC(=O)N(Cc3ccccc3Cl)C2=O)n1	2	4	30	2	3	1	-7	-2	-12
CCN1C(C)=C(C)S/C1=C1\SC(=S)N(C2CCCCC2)C1=O	1	4	-3	-7	-2	21	x	x	-14
Cc1cccc(CN2CCN(Cc3ccc4nonc4c3)CC2CCO)n1 (stereo not drawn)	0	14	x	1	6	-3	-1	-2	-2
CCOc1ccc(-c2cc(C(=O)OC)[nH]n2)cc1	7	4	1	-4	-2	24	0	1	-16
Cc1ccc(S(=O)(=O)N2CCOCC2)cc1C(=O)c1nccn1C	3	7	2	-6	0	-4	-2	1	-7
O=C1C2Sc3[nH]c(=O)sc3C(c3ccccc3)C2C(=O)N1c1ccccc1 (stereo not drawn)	-3	27	-7	-1	17	3	-6	0	37
CCC(C)Sc1nc2c(c(=O)[nH]1)C(c1cccs1)C1=C(CCCC1=O)N2 (stereo not drawn)	2	6	-6	-4	1	23	-3	-1	-9
CCOc1cc2c(C)cc(=O)oc2cc1Cl	-2	2	-25	-10	-5	2	0	-2	11
CCOC(=O)c1c(C)c(C(=O)NCc2ccco2)c(C)n1CC	0	8	-3	9	0	-1	-4	0	1
Nc1ncnc2nc(SCc3ccccc3)[nH]c12	0	-11	7	-8	-7	1	2	0	-4
CCCCc1ccc(NC(=O)COc2ccc(C(=O)Nc3ccccc3C)cc2)cc1	0	5	-15	-10	5	4	-6	0	-9
Cc1cccnc1NC(=O)C1CCN(S(=O)(=O)c2ccc3c(c2)CCC(=O)N3)CC1	-2	9	-3	-8	-1	2	2	3	0

Ordered by the number under FXIa inh 1536 (highest first): six of the compounds above.
SMILES	Wee1 stabilizer	FXIIa inh 1536	KLK5 inh	thrombin 1536	FXIa inh 1536	Hck-Nef inh	Runt-SMMHC FRET	Runt-CBFb FRET	14-3-3 Bad inh
CC1CCN(CCOc2cc(Cl)ccc2Cl)CC1	2	11	-9	3	3	0	1	0	56[fluorescence artefact?]
CC12CCC(C(=O)Nc3cccc(Cl)c3Cl)([C@H](Br)C1=O)C2(C)C (stereo partly drawn)	-3	7	1	-1	0	20	2	0	0
Cc1cccnc1NC(=O)C1CCN(S(=O)(=O)c2ccc3c(c2)CCC(=O)N3)CC1	-2	9	-3	-8	-1	2	2	3	0
CCOc1ccc(-c2cc(C(=O)OC)[nH]n2)cc1	7	4	1	-4	-2	24	0	1	-16
O=C(O)CCC(=O)N1N=C(c2ccccc2)CC1c1ccc2nccnc2c1 (stereo not drawn)	13*	4	-2	-11	-3	5	1	1	17[fluorescence artefact?]
O=C(NCCC1=CCCCC1)C1CCN(Cc2cnn(-c3ccccc3)c2-n2cccc2)CC1	1	6	-3	-1	-4	1	2	-3	2[fluorescence artefact?]

Next part.
SMILES	Wee1 stabilizer	FXIIa inh 1536	KLK5 inh	thrombin 1536	FXIa inh 1536	Hck-Nef inh	Runt-SMMHC FRET	Runt-CBFb FRET	14-3-3 Bad inh
Brc1ccc2ncc(Br)cc2c1	-2	9	0	0	4	2	1	-2	-13[fluorescence artefact?]
C=C(C)CNC(=S)N/N=C/c1ccc(N2CCOCC2)cc1	7	12	-13	-6	0	5	2	-3	-14
COc1cccc(NC(=O)CN2CCN(c3ccc(F)cc3)CC2)c1	0	19	-27	4	6	1	-1	7	-27[fluorescence artefact?]
COc1ccc(C2CC(=O)C=C(NNS(=O)(=O)c3ccc(C)cc3)C2)cc1 (stereo not drawn)	-1	6	-9	-2	5	1	-2	-2	-6
O=C(O)CCC(=O)N1N=C(c2c(-c3ccccc3)c3cc(Cl)ccc3[nH]c2=O)CC1c1ccccc1 (stereo not drawn)	3	7	0	8	-1	17	-3	0	-2
CN1CCS/C1=C\C=C1/SC(=S)N(CC(=O)O)C1=O	-1	11	1	x	8	21	-111	-60	-2
CCC(C)(NC(=O)c1ccccc1)C(=O)O (stereo not drawn)	-2	7	-10	-2	1	4	3	-2	4
C/C=C(\C)C(=O)NCCN1C2=NC[C@H](Cc3ccc(O)cc3)N2C[C@H]1Cc1ccc(O)cc1	-1	10	3	2	4	-24	-2	6	-3
CCOC(=O)c1cc(C(C)(C)C)oc1CN	-1	8	-20	4	8	-7	-1	2	4
O=C(CN1CCCCC1)NCCNc1ccc(C(F)(F)F)cc1[N+](=O)[O-]	1	11	-8	-3	7	1	3	-6	-8[fluorescence artefact?]
O=C(NCCN1CCCCC1)Nc1ccc(F)c(Cl)c1	2	4	2	1	6	1	-266	0	3
O=C(Cn1nnc(-c2ccccc2NC(=O)c2ccccc2F)n1)NC1CCCC1	-2	7	7	-1	-5	20	1	-2	-10
Cc1ccc(NCC(=O)Nc2ccc(Br)cc2)cc1F	1	10	-3	2	1	1	-3	-2	1
CCN1CC2([N+](=O)[O-])C=CC(=O)C([N+](=O)[O-])(C1)C2CC(=O)c1ccccc1 (stereo not drawn)	-3	12	-3	3	0	11	2	2	-9
COc1ccc(CCNC(=O)C2CCCN(Cc3nc(-c4ccccc4C)oc3C)C2)cc1OC (stereo not drawn)	-2	19	-7	-2	4	-5	-2	-3	5
CCOC(=O)/C=c1\s/c(=C(\C#N)C(=O)NC)n(-c2ccccc2)c1=O	0	-5	-2	-20	5	-2	-1	-1	7[fluorescence artefact?]
Cn1c(CNS(=O)(=O)c2ccc(Cl)cc2)n[nH]c1=S	2	2	-4	-5	-2	2	5	4	-3
N/C(=N\NC(=O)c1ccc(F)cc1)c1cc2ccccc2oc1=O	4	11	-5	4	-2	-10	-2	2	-20
COc1cc(NC(=O)CSCC(=O)Nc2cccc(C(F)(F)F)c2)c(Cl)cc1Cl	-3	18	5	2	1	1	1	0	-12[fluorescence artefact?]
Cn1cc2cc([N+](=O)[O-])ccc2n1	1	8	0	-3	-2	22	0	1	-1
O=C(COc1ccccc1)N/N=C/c1sc(=O)n(Cc2cccc(C(=O)O)c2)c1Cl	-1	1	-1	-9	-5	31	-1	6	2
COC(=O)CNC(=O)Cn1ccc2ccccc2c1=O	2	7	0	1	-5	3	-28	-2	x
Cn1cccc1Cc1nnc(SCC(=O)Nc2nccs2)n1CCc1ccccc1	3	8	-6	-6	-4	-8	6	8	19[fluorescence artefact?]
Cc1ccc2cc(CN(Cc3nnnn3Cc3ccco3)CC3CCCO3)c(=O)[nH]c2c1C (stereo not drawn)	-1	10	-2	-4	-4	18	5	15	-2
Cc1ccc(Cl)cc1NC(=O)c1ocnc1C	0	10	-1	-1	-2	-1	1	-1	1

Additional records
SMILES	Wee1 stabilizer	FXIIa inh 1536	KLK5 inh	thrombin 1536	FXIa inh 1536	Hck-Nef inh	Runt-SMMHC FRET	Runt-CBFb FRET	14-3-3 Bad inh
CCCSc1cc(N2CCN(C)CC2)nc(-c2ccc(OC)cc2)n1	0	4	-15	-5	-3	3	-5	-1	20
OCCNCC1(O)C2CC3CC(C2)CC1C3 (stereo not drawn)	4	14	0	4	-19	0	-2	-1	-2
Cc1cc(C(=O)NNC(=O)CCN2CCN(c3ccccc3)CC2)c2ccccc2n1	0	7	0	5	-3	23	0	2	-2
COc1ccc(S(=O)(=O)N2CCOCC2)cc1NC(=O)COC(=O)C1=COCCO1	-2	16	8	10	4	17	0	0	6
O=C(NC1CC1)C1=C[C@H](c2ccc(C(F)(F)F)cc2)C[C@H](OCc2ccc(CO)cc2)O1	-3	2	-2	-6	-4	8	-2	-2	0
O=[N+]([O-])C1=CC=C2C(=NC3(CCCCC3)N2O)C1=NC1CCCCC1	0	7	0	-2	-1	1	-5	0	-8
O=C(Cc1ccccc1)O/N=C1\CCCc2ccccc21	2	7	0	-7	-1	22	0	-2	-20
O=C(CSc1nc(-c2ccccc2)cc(C(F)(F)F)n1)NCc1cccs1	-1	15	-15	1	7	3	-2	-1	-2
CCN(CC)S(=O)(=O)c1cccc(C(=O)Nc2ccccc2C(=O)N2CCOCC2)c1	2	-3	-10	-5	0	-4	1	0	3
CCOc1ccc(NC(=O)C2CCN(C(=O)NCc3ccccc3)CC2)cc1	0	16	-15	1	2	3	-2	-4	-15[fluorescence artefact?]
CC(C(=O)N1CCC(C(N)=O)CC1)N(c1ccc(Oc2ccccc2)cc1)S(C)(=O)=O (stereo not drawn)	-1	-1	-8	3	0	1	-2	1	6[fluorescence artefact?]
CSc1sc(-c2ccnc(SCCS(C)(=O)=O)n2)c(-c2ccccc2)c1C#N	0	-9	-16	-7	-13	72*	34	2	-13
COc1ccc(NC(=O)COC(=O)Cc2ccc(-c3ccccc3)cc2)c(OC)c1	0	13	-8	-7	1	1	1	-2	-1
O=c1cnnc(Nc2ccc(Cl)c(C(F)(F)F)c2)[nH]1	-2	2	x	-2	-3	-2	-3	2	-12
Cc1ccc(S(=O)(=O)N(C#N)c2nc(C)cc(C)n2)cc1	-1	13	-1	1	1	0	-1	-2	18
CCSc1nc(C)nc2c1oc1ccccc12	-2	11	3	4	0	0	0	-1	7
CC1CCCCC1NCC(=O)NCc1ccc(F)cc1 (stereo not drawn)	0	5	2	-13	1	21	2	-2	57
COC(=O)[C@]12C(=O)C(C)=C(O)[C@@]1(C)C(C)=CC1[C@@]34CC[C@@H](OC(C)=O)C(C)(C)C3C(C[C@]12C)OC4=O (stereo partly drawn)	x	4	-1	0	0	16	-5	1	-2
